Assay outcomes deposited in PubChem BioAssay by several laboratories.
PREPL inh: human PREPL enzyme inhibition; 320,000 compounds, 0.68% hits; AID 2751; inhibition, % at 5.96 µM; Q4J6C6; recombinant PREPL, fluorescence polarization activity-based probe; in the data active means inhibition above about 43%;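 further: 0% = enzyme with DMSO and 100% = wells lacking enzyme; many of its hits are not listed in these tables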
Target sequence (Q4J6C6 whole entry, looked up): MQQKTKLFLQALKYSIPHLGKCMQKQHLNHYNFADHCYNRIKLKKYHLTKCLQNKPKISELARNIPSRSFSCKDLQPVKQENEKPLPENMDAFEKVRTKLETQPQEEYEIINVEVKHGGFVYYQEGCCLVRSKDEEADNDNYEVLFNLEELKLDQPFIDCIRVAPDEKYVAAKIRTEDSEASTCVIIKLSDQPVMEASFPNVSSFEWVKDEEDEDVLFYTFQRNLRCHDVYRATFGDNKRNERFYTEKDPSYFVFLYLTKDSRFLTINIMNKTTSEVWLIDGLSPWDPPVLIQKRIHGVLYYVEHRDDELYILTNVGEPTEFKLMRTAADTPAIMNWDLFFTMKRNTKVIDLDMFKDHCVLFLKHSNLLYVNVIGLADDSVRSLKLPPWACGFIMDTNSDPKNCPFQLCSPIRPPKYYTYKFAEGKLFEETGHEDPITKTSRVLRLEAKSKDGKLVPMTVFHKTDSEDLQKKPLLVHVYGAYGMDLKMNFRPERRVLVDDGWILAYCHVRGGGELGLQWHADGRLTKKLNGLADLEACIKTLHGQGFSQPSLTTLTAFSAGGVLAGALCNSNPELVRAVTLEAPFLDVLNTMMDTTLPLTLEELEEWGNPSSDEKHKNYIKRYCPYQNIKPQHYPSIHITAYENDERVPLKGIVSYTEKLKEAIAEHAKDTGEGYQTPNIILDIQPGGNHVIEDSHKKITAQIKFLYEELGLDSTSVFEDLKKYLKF
ZTA counter: ZTA (EBV) inhibition in EBNA-1 counter-screen | P03206 | ZTA-DNA binding, fluorescence polarization | inhibition, % at 11 µM | 320,000 compounds, 0.15% hits | AID 2234; in the data active means inhibition above about 33%
PP1 inh: blocks human PP1-alpha phosphatase, a PP5 counter-screen | P62136 | purified PP1alpha, OMFP fluorescence | inhibition, % at 6.7 µM | 320,000 compounds, 0.9% hits | AID 2235;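 active means inhibition above the mean inhibition of all tested compounds plus 3 SD, computed separately for each screening campaign, cut at about 15% in these data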
Target sequence (P62136 whole entry, looked up): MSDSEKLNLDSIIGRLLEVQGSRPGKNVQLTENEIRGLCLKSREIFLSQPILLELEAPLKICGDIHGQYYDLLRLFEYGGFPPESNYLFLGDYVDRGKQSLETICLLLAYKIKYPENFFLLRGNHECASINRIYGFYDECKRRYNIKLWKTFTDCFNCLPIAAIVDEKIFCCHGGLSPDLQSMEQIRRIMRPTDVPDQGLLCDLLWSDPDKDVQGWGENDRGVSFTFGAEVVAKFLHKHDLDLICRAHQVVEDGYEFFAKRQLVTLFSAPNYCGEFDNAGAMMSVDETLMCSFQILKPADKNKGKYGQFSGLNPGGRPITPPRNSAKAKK
EBNA-1 inhibitor: blocks EBNA-1 binding to DNA | inhibition, % at 14.8 µM | 300,000 compounds, 0.34% hits | EBNA-1 DNA binding, fluorescence polarization; in the data active means inhibition above about 28%
CTSL1 counter: cathepsin L1 inhibition, PFM18AAP counter-screen; inhibition, % at 5.96 µM; AID 1906; recombinant F. hepatica cathepsin L1, Z-Leu-Arg-MCA fluorescence; 300,000 compounds, 0.49% hits;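 active means inhibition above the mean of all tested compounds plus 3 SD, set per screening campaign, cut at about 17% in these data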;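 further: 0% = plate median of test compound wells and 100% = 1 µM Z-Phe-Ala-diazomethylketone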
TPT1 inhibitor: C. albicans TPT1 enzyme inhibition. recombinant caTPT1, FP RNA substrate dephosphorylation. inhibition, % at 5 µM. 300,000 compounds, 0.81% hits. AID 1962;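 active means inhibition above the mean of all tested compounds plus 3 SD, set per screening campaign, cut at about 24% in these data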;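 further: plate controls were DMSO alone for no effect and ferristatin control at 100 nM for full effect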
PP5 primary: PP5 (human) phosphatase inhibition; P53041; purified PP5c, OMFP substrate fluorescence; inhibition, % at 6.7 µM; 320,000 compounds, 0.18% hits; AID 1987;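 active means inhibition above the campaign's mean inhibition across all tested compounds plus 3 SD, cut at about 9.5% in these data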;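 further: 0% = DMSO only and 100% = 100 µM cantharidin control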
Efflux pump inh: antifungal efflux pump inhibition, Nile Red retention; S. cerevisiae Candida pump triplex; inhibition, % at 10 µM; 330,000 compounds, 0.44% hits;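 active means plate passing quality check with inhibition over a set limit, or well fluorescence over plate mean plus 4 SD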;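 further: Nile Red retained in pooled yeast measured as flow cytometry median fluorescence; 0% = buffer negative control and 100% = Enniatin B positive control; higher means more Nile Red kept so more efflux inhibition; some compounds called inactive have numbers as strong as hits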
core dimer inh: HCV core protein dimerization inhibition. TR-FRET GST/Flag-core106 dimerization, 1536-well. inhibition, % at 5 µM. 300,000 compounds, 0.33% hits. AID 1899;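 active means inhibition above the mean of all tested compounds plus 3 SD, set per screening campaign, cut at about 45% in these data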
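assay system = GST-tagged and Flag-tagged HCV core protein residues 1-106 | controls = unlabelled core106 and no-GST-core106 wells | incubation = compound-protein-antibody incubation 4 h at 22.5 °C | probe or stimulus = Eu donor and XL665 acceptor anti-tag antibodies | read-out = % inhibition based on acceptor/donor emission ratio | signal = TR-FRET 671 and 617 nm emission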
Active calls of the source: *. An excerpt; the hit share may differ from the screen's.

What do the screens show for `COc1ccccc1-c1nnc(SCC(=O)Nc2ccc(Cl)cc2Cl)o1`?
PREPL inh: -5.7; ZTA counter: -10.1; PP1 inh: 1.8; EBNA-1 inhibitor: -2.1; CTSL1 counter: 7.5; TPT1 inhibitor: -0.6; PP5 primary: 1.6; Efflux pump inh: 0.1; core dimer inh: 4.0

How did CC(C#N)Sc1nc2ccccc2c(=O)n1-c1ccccc1 (centres undefined) do in these assays?
PREPL inh: 13.4; ZTA counter: 3.1; PP1 inh: 2.5; EBNA-1 inhibitor: 2.9; CTSL1 counter: -3.3; TPT1 inhibitor: -7.6; PP5 primary: 3.8; Efflux pump inh: -0.1; core dimer inh: 4.6

How did COc1ccc(/C=N/NC(=O)c2sccc2C)c2ccccc12 do in these assays?
PREPL inh: 13.7; ZTA counter: 4.6; PP1 inh: -2.0; EBNA-1 inhibitor: -9.4; CTSL1 counter: -1.0; TPT1 inhibitor: -0.1; PP5 primary: 0.5; Efflux pump inh: 0.0; core dimer inh: 3.3

Results for Cc1nc2ccccc2c(=O)n1Cc1ccc([N+](=O)[O-])cc1 ?
PREPL inh: 0.5; ZTA counter: 1.9; PP1 inh: -3.7; EBNA-1 inhibitor: 13.5; CTSL1 counter: 6.8; TPT1 inhibitor: -3.6; PP5 primary: 0.9; Efflux pump inh: -0.1; core dimer inh: 8.5

Results for Cc1cccc(-c2sc(Nc3ccccc3)n[n+]2-c2ccc(F)cc2)c1 ?
PREPL inh: -3.5; ZTA counter: 16.6; PP1 inh: -1.8; EBNA-1 inhibitor: 8.5; CTSL1 counter: -1.3; TPT1 inhibitor: 1.3; PP5 primary: 2.1; Efflux pump inh: 0.0; core dimer inh: -14.5

How did O=C(COc1ccc(C(=O)NCCN2CCOCC2)cc1)Nc1cccc(C(F)(F)F)c1 do in these assays?
PREPL inh: -5.2; ZTA counter: -4.7; PP1 inh: -8.1; EBNA-1 inhibitor: -8.5; CTSL1 counter: -3.4; TPT1 inhibitor: 1.8; PP5 primary: 3.1; Efflux pump inh: 0.1; core dimer inh: 1.9

What do the screens show for `COc1ccc(Cc2nc3ccc(C(=O)NCCc4ccncc4)cc3o2)cc1OC`?
PREPL inh: -0.5; ZTA counter: -9.7; PP1 inh: -3.0; EBNA-1 inhibitor: -3.3; CTSL1 counter: -1.4; TPT1 inhibitor: -1.1; PP5 primary: 2.1; Efflux pump inh: 0.1; core dimer inh: 4.5

How did CC1=CC(C)(C)[N+](C)(C)c2ccccc21 do in these assays?
PREPL inh: -1.4; ZTA counter: -4.2; PP1 inh: -4.4; EBNA-1 inhibitor: -10.8; CTSL1 counter: 2.5; TPT1 inhibitor: -0.9; PP5 primary: 0.8; Efflux pump inh: 0.0; core dimer inh: -1.5

How did O=C(NC1CCCC1)c1ccc2c(c1)N(Cc1ccccc1)CCS2 do in these assays?
PREPL inh: 19.1; ZTA counter: -9.3; PP1 inh: 8.6; EBNA-1 inhibitor: -12.8; CTSL1 counter: -4.3; TPT1 inhibitor: 1.6; PP5 primary: 2.8; Efflux pump inh: 0.0; core dimer inh: 2.0

Results for Nc1ccc(C#Cc2ccc3sc4ccccc4c(=O)c3c2)cc1 ?
PREPL inh: 27.1; ZTA counter: 17.3; PP1 inh: 5.4; EBNA-1 inhibitor: 8.1; CTSL1 counter: 0.8; TPT1 inhibitor: -4.5; PP5 primary: -0.5; Efflux pump inh: 0.0; core dimer inh: -23.3

What do the screens show for `O=C1NC(CCc2ccccc2)C(=O)N1CCOc1cccc(Br)c1` (centres undefined)?
PREPL inh: -11.3; ZTA counter: -31.9; PP1 inh: -0.2; EBNA-1 inhibitor: -9.6; CTSL1 counter: -2.5; TPT1 inhibitor: -4.4; PP5 primary: 5.3; Efflux pump inh: 0.1; core dimer inh: 0.1

Results for C/C(=N\NC(=O)c1nnn(-c2nonc2N)c1-c1ccc2c(c1)OCO2)c1ccc(C)cc1 ?
PREPL inh: -3.0; ZTA counter: -11.5; PP1 inh: -3.3; EBNA-1 inhibitor: -3.6; CTSL1 counter: 1.0; TPT1 inhibitor: -2.5; PP5 primary: 4.5; Efflux pump inh: 0.1; core dimer inh: 12.4

What do the screens show for `c1ccc(-c2cncnc2)cc1`?
PREPL inh: 12.6; ZTA counter: -0.8; PP1 inh: -2.2; PP5 primary: 1.1; Efflux pump inh: 0.2

Results for C=CC#CC1(O)CC(C)[N+](C)(C)CC1C (centres undefined) ?
PREPL inh: -8.7; ZTA counter: -12.6; PP1 inh: -7.9; EBNA-1 inhibitor: -1.4; CTSL1 counter: -1.2; TPT1 inhibitor: -0.7; PP5 primary: -2.0; Efflux pump inh: 0.0; core dimer inh: 4.0

Results for O=C(/C=C/c1ccc(Cl)cc1)N(Cc1cccs1)C1CCS(=O)(=O)C1 (centres undefined) ?
PREPL inh: 22.5; ZTA counter: 6.5; PP1 inh: -4.9; EBNA-1 inhibitor: 5.5; CTSL1 counter: 1.3; TPT1 inhibitor: -0.8; PP5 primary: -0.7; Efflux pump inh: 0.2; core dimer inh: 0.2

How did COc1ccccc1/C=N/NC(=S)NCc1ccco1 do in these assays?
PREPL inh: 11.4; ZTA counter: -4.7; PP1 inh: -2.2; EBNA-1 inhibitor: 2.3; CTSL1 counter: 4.2; TPT1 inhibitor: -1.2; PP5 primary: -0.7; Efflux pump inh: -0.2; core dimer inh: -5.0

How did CC(C)c1ccc(NC(=S)N2CCCC2)cc1 do in these assays?
PREPL inh: -3.2; ZTA counter: -6.0; PP1 inh: -1.5; EBNA-1 inhibitor: -5.8; CTSL1 counter: -3.0; TPT1 inhibitor: 0.8; PP5 primary: 1.6; Efflux pump inh: 0.2; core dimer inh: 17.5

How did O=C(c1ccc(-n2cncn2)c([N+](=O)[O-])c1)N1CCN(S(=O)(=O)c2cccc(F)c2)CC1 do in these assays?
PREPL inh: 9.8; ZTA counter: 2.1; PP1 inh: -2.8; EBNA-1 inhibitor: -6.6; CTSL1 counter: 0.3; TPT1 inhibitor: -1.4; PP5 primary: -0.6; Efflux pump inh: -0.1; core dimer inh: -2.1

Results for Cn1c(SCC(=O)N2CCCc3ccccc32)nnc1-c1ccccc1 ?
PREPL inh: 3.3; ZTA counter: -5.2; PP1 inh: -0.5; EBNA-1 inhibitor: 3.2; CTSL1 counter: -2.2; TPT1 inhibitor: -1.1; PP5 primary: 0.4; Efflux pump inh: 0.0; core dimer inh: -2.8

What do the screens show for `CCOC(=O)CSc1nc2c(sc(=S)n2-c2ccccc2)c(=O)n1-c1ccc(OC)cc1OC`?
PREPL inh: 16.4; ZTA counter: -19.5; PP1 inh: 9.3; EBNA-1 inhibitor: -3.5; CTSL1 counter: 3.6; TPT1 inhibitor: 0.5; PP5 primary: 1.0; Efflux pump inh: 0.1; core dimer inh: 10.1

The last 2 records of the part above come first, to join the parts.
Results for Cn1c(SCC(=O)N2CCCc3ccccc32)nnc1-c1ccccc1 ?
PREPL inh: 3.3; ZTA counter: -5.2; PP1 inh: -0.5; EBNA-1 inhibitor: 3.2; CTSL1 counter: -2.2; TPT1 inhibitor: -1.1; PP5 primary: 0.4; Efflux pump inh: 0.0; core dimer inh: -2.8

What do the screens show for `CCOC(=O)CSc1nc2c(sc(=S)n2-c2ccccc2)c(=O)n1-c1ccc(OC)cc1OC`?
PREPL inh: 16.4; ZTA counter: -19.5; PP1 inh: 9.3; EBNA-1 inhibitor: -3.5; CTSL1 counter: 3.6; TPT1 inhibitor: 0.5; PP5 primary: 1.0; Efflux pump inh: 0.1; core dimer inh: 10.1

Results for CCCC1C(c2ccc(OC)cc2)C(C#N)(C#N)C2(C#N)CC1(N)NC2=O (centres undefined) ?
PREPL inh: -11.4; ZTA counter: -20.9; PP1 inh: 2.0; EBNA-1 inhibitor: -12.9; CTSL1 counter: 1.7; TPT1 inhibitor: 0.3; PP5 primary: -0.7; Efflux pump inh: 0.2; core dimer inh: 1.9

Results for Cc1ccc(Nc2c3c(nc4ncnn24)CCC3)cc1 ?
PREPL inh: 23.5; ZTA counter: 8.7; PP1 inh: -1.1; EBNA-1 inhibitor: 6.0; CTSL1 counter: 3.2; TPT1 inhibitor: -1.4; PP5 primary: -1.9; Efflux pump inh: 0.0; core dimer inh: -0.3

Results for Cc1cccc(/C=C2\Sc3ccc(C(=O)N4CCC(C)CC4)cc3N(C)C2=O)c1 ?
PREPL inh: -1.5; ZTA counter: -11.0; PP1 inh: 3.7; EBNA-1 inhibitor: 1.1; CTSL1 counter: -1.9; TPT1 inhibitor: -1.8; PP5 primary: 2.9; Efflux pump inh: 0.3; core dimer inh: 12.1

What do the screens show for `COc1cccc(NC(=O)[C@@H]2CCCN2S(=O)(=O)c2cccc3cccnc23)c1`?
PREPL inh: 13.1; ZTA counter: -11.8; PP1 inh: 1.8; EBNA-1 inhibitor: 2.6; CTSL1 counter: -0.6; TPT1 inhibitor: -0.1; PP5 primary: 1.0; Efflux pump inh: 0.0; core dimer inh: -8.0

Results for COCC1CCN(Cc2cn(C)nc2-c2cccc(Cl)c2)C1 (centres undefined) ?
PREPL inh: 1.9; ZTA counter: 2.8; PP1 inh: 5.9; EBNA-1 inhibitor: 2.6; CTSL1 counter: 0.4; TPT1 inhibitor: -2.7; PP5 primary: -1.2; Efflux pump inh: -0.1; core dimer inh: -5.7

How did COc1cc2ccccc2cc1C(=O)Nc1ccccc1N1CCCC1 do in these assays?
PREPL inh: 6.1; ZTA counter: 4.8; PP1 inh: 7.5; EBNA-1 inhibitor: -0.5; CTSL1 counter: 6.1; TPT1 inhibitor: 2.3; PP5 primary: 0.8; Efflux pump inh: 0.4; core dimer inh: 4.9

What do the screens show for `COc1cccc(-c2nc(CS(=O)CC(=O)NCc3ccc4c(c3)OCO4)c(C)o2)c1` (centres undefined)?
PREPL inh: -16.7; ZTA counter: -0.4; PP1 inh: 6.0; EBNA-1 inhibitor: 2.7; CTSL1 counter: -1.6; TPT1 inhibitor: 1.8; PP5 primary: 4.1; Efflux pump inh: 0.2; core dimer inh: 4.0

Results for COc1ccc(CNC(=O)OCc2nccnc2C(=O)Nc2ccc(Br)cn2)cc1 ?
PREPL inh: -1.8; ZTA counter: -6.2; PP1 inh: -2.2; EBNA-1 inhibitor: 0.4; CTSL1 counter: 0.1; TPT1 inhibitor: -1.7; PP5 primary: 2.2; Efflux pump inh: -0.2; core dimer inh: 7.4

Results for O=c1onc(-c2c(F)cccc2F)n1-c1ccccc1Cl ?
PREPL inh: -11.2; ZTA counter: -0.4; PP1 inh: -1.1; EBNA-1 inhibitor: 2.6; CTSL1 counter: 4.0; TPT1 inhibitor: -0.2; PP5 primary: 0.7; Efflux pump inh: -0.1; core dimer inh: 10.3

Results for O=S(CCc1ccncc1)Cc1ccccc1 (centres undefined) ?
PREPL inh: -0.8; ZTA counter: 4.5; PP1 inh: -3.1; EBNA-1 inhibitor: 4.5; CTSL1 counter: 2.0; TPT1 inhibitor: -0.4; PP5 primary: -0.4; Efflux pump inh: 0.1; core dimer inh: -0.3

Results for CC(=O)C1=NN(c2ccccc2)C2(S1)S/C(=C\c1ccccc1)C(=O)N2c1ccccc1 (centres undefined) ?
PREPL inh: -7.6; ZTA counter: 2.3; PP1 inh: -0.9; EBNA-1 inhibitor: -3.6; CTSL1 counter: -1.1; TPT1 inhibitor: -1.5; PP5 primary: 2.7; Efflux pump inh: 0.3; core dimer inh: 26.6

What do the screens show for `CNC(=O)c1ccc(Nc2nnc(C)c3ccccc23)cc1`?
PREPL inh: -11.0; ZTA counter: -5.9; PP1 inh: -3.6; EBNA-1 inhibitor: 3.6; CTSL1 counter: -0.7; TPT1 inhibitor: -4.8; PP5 primary: 2.2; Efflux pump inh: -0.2; core dimer inh: 3.3

How did CCOC(=O)N1CCN(C(=O)c2c(O)c3cccc4c3n(c2=O)CC4)CC1 do in these assays?
PREPL inh: 6.8; ZTA counter: -1.3; PP1 inh: -2.7; EBNA-1 inhibitor: 8.6; CTSL1 counter: 2.0; TPT1 inhibitor: -2.4; PP5 primary: 4.8; Efflux pump inh: -0.1; core dimer inh: 1.4
